ST2 IL33 inh = IL1RL1 inhibition | inhibition, % for hits at 17 µM | Q01638 | 78,000 compounds, 2.3% hits | AlphaLISA ST2-Fc/biotin-IL-33 interaction, 1 h; in the data active = inhibition above about 30%; inconclusive = mostly about 10% to 28%
Target sequence (Q01638 whole entry, looked up): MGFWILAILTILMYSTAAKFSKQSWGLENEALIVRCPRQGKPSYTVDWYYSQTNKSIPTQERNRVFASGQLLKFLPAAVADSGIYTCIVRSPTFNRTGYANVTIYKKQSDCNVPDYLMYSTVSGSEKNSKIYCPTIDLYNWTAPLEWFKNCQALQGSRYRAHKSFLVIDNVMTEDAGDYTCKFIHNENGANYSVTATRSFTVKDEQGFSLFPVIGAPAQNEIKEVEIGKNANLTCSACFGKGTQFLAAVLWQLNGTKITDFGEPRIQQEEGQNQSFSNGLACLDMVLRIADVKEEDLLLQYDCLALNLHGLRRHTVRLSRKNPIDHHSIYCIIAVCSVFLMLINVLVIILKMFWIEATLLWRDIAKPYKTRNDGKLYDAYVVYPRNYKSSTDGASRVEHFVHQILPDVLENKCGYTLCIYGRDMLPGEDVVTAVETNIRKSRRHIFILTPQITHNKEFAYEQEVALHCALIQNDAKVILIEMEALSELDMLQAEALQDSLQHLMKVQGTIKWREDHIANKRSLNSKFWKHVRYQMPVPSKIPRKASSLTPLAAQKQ
An asterisk follows results filed as active; i = inactive; ? = inconclusive.

SMILES | ST2 IL33 inh
O=C(CCN1C(=O)c2ccccc2C1=O)Nc1ccc(Br)cn1 | i
O=C(NC1CCCCC1)c1coc(=O)c2ccccc12 | i
Cc1ccc(S(=O)(=O)N2CCN(C(=O)c3ccc([N+](=O)[O-])cc3)C2)cc1 | i
CCSc1nnc(-c2ccccc2NC(=O)CC)c(=O)[nH]1 | i
CCc1c(C)cc(C(=O)NCC2CCN(CC(C)C)C2)c(=O)n1C (centres undefined) | i
Cc1nc(-c2c(C)[nH]c3ccccc23)cs1 | 36%*
FC(F)(F)CCc1ccnc(NCC2OCCc3ccccc32)n1 (centres undefined) | ?
C/C(=C\c1ccccc1)CN(C)C(C)c1cccnc1 (centres undefined) | ?
C=CCOc1ccc(/C=C2\N=C(c3cccs3)OC2=O)cc1OC | ?
COc1cccc(-c2cc(N3CCN(S(=O)(=O)c4ccc(C)c(C)c4)CC3)ncn2)c1 | i
COc1nccnc1N1CCC(O)(CO)CC1 | i
CCc1nnc(CN(C)Cc2cccc(C(=O)Nc3ccnn3C)c2)o1 | i

Reprinted from the part before: two entries, followed by the next part.
SMILES | ST2 IL33 inh
COc1nccnc1N1CCC(O)(CO)CC1 | i
CCc1nnc(CN(C)Cc2cccc(C(=O)Nc3ccnn3C)c2)o1 | i
CC(C)CC(C(=O)Nc1cccc(C(F)(F)F)c1)N1C(=O)c2ccccc2C1=O (centres undefined) | i
CCn1cnc2sc(C(=O)N3CCC4(CC3)OCCO4)c(C)c2c1=O | i
COc1ccc(C(=O)n2c(=O)oc3ccc(Cl)cc32)cc1 | i
O=C(CCc1ccccc1)Nc1ccccc1I | i
Cn1cc(C(=O)NCCN2CCN(c3cccc(Cl)c3)CC2)c2c3ccccc3n(C)c2c1=O | i
Cc1[nH]nc(SCC(=O)N2CCC(C)CC2)c1[N+](=O)[O-] | i
COc1ccc2cc(C(=O)C3CCCN(CCc4cn[nH]c4)C3)ccc2c1 (centres undefined) | i
O=c1c2ccccc2cnn1Cc1cccc(Br)c1 | i
O=C(Nc1ccccc1)Oc1cccc(Cl)c1 | i
COc1ccc(C2C(C(=O)OC3CCCC3)=C(C)NC3=C2C(=O)CC(C)(C)C3)c(OC)c1 (centres undefined) | i
C=CCc1ccc(OCCOc2ccc(C=O)cc2OC)c(OC)c1 | i
Cc1cc([N+](=O)[O-])nn1CCCC(=O)NCc1ccc(Cl)cc1 | i
COc1cc(NC(=O)Cc2ccccc2)c(OC)cc1Cl | i
O=C(COc1ccc(Cl)cc1Cl)NCC1CCCO1 (centres undefined) | i
O=C(Nc1cccc(Cl)c1)c1noc2c1CCC2 | ?
CCC(c1ccnn1C)N1Cc2ncccc2C1=O (centres undefined) | ?
CN1[C@@H](CCC(=O)Nc2ccccc2)CNC(=O)[C@@H]2[C@H]1CCN2Cc1ccc(C(F)(F)F)cc1 | i
COc1ccc(C(=O)CSc2nc3c([nH]2)c(=O)n(C)c(=O)n3C)c(F)c1 | i
Cc1c(C(=O)NCc2ccc3c(c2)OCO3)sc2ncn(C)c(=O)c12 | i
O=C(NCCN1CCOCC1)c1cc(-c2ccc3c(c2)OCO3)on1 | i
CS(=O)(=O)NC[C@H]1O[C@@H](CC(=O)Nc2ccccc2)[C@H](O)[C@@H]1O | i
C=CCn1cc(CNC2CC(=O)N(Cc3cccc4ccccc34)C2)c(C)n1 (centres undefined) | i
Cc1ccc(CN2C(=O)CCC2(C)C(=O)NC2CCC(C)CC2)cc1 (centres undefined) | i
CC(C)N(CC1CC1)C(=O)c1ccccc1N1CCC(=O)NC1=O | i
CCn1cncc1CNc1nc(-c2ccncc2)nc2c1CCNC2 | i
Cn1c(=O)n(Cc2ccccc2Cl)c(=O)c2c1nc1n2CCN1c1ccccc1 | i
c1ccc(N2CCN(c3ccccc3)C2c2cccnc2)cc1 | i
CN1CCN(S(=O)(=O)c2ccc3c(c2)CCN3C(=O)C2CC2)CC1 | ?
CCCOc1cccc(C2C3=C(CC(C)(C)CC3=O)Nc3ccccc3N2C(=O)C(F)(F)F)c1 (centres undefined) | i
CCN(CCCNC(=O)c1cc2cc3ccc(OC)cc3nc2o1)Cc1ccccc1 | ?
NCCCCC(=O)O | i
Cc1cccnc1CN1CCN(Cc2cccc(OC3CCCC3)c2)CC1 | ?
O=C(Nc1nccs1)C(Cc1ccccc1)N1C(=O)c2ccccc2C1=O (centres undefined) | i
CC(C)CCNC(=O)NCCc1nc2cccnc2n1-c1ccccc1 | i
Cc1cc(C)c(NC(=O)Cn2cnc3c(oc4ccccc43)c2=O)c(C)c1 | i
O=C(NCCCN1CCCCC1)C1CC(=O)N(C2CCCCCC2)C1 (centres undefined) | i

Brought forward from above: 4 compounds, followed by the next part.
SMILES | ST2 IL33 inh
O=C(Nc1nccs1)C(Cc1ccccc1)N1C(=O)c2ccccc2C1=O (centres undefined) | i
CC(C)CCNC(=O)NCCc1nc2cccnc2n1-c1ccccc1 | i
Cc1cc(C)c(NC(=O)Cn2cnc3c(oc4ccccc43)c2=O)c(C)c1 | i
O=C(NCCCN1CCCCC1)C1CC(=O)N(C2CCCCCC2)C1 (centres undefined) | i
CC(C)CNc1nc2c(c(=O)n(Cc3ccc(Cl)cc3Cl)c(=O)n2C)n1C | ?
Cn1ncc2c(N3CCCN(C(=O)c4ccco4)CC3)nc(C(C)(C)C)nc21 | ?
COc1ccc(OC)c(NC(=O)CCS(=O)(=O)c2cccs2)c1 | i
CC(C)(C)c1ccc(C(=O)N(c2ccc(Br)cc2)C2C=CS(=O)(=O)C2)cc1 (centres undefined) | i
Cc1cccc(OCC(=O)OCCCN=C2NS(=O)(=O)c3ccccc32)c1 | ?
Cc1nc(SCC(=O)c2ccccc2)c2c(=O)n(C)c(=O)n(C)c2n1 | i
CC(=O)N[C@@H]1C[C@H](CC(C)C)O[C@H](c2c(C)nc3ccc(Cl)cn23)C1 | i
CCCCN(C)C(=O)c1cc2cc3cc(OC)ccc3nc2s1 | ?
Cc1noc(C)c1CN1CCC(c2n[nH]c(=O)n2-c2ccccc2)CC1 | ?
Cn1c(=O)n(CC(N)=O)c(=O)c2c1nc(Br)n2Cc1ccccc1 | i
Cc1cc(N2CCOCC2)nc2ccc(NC(=O)CCC(=O)N3CC(C)CC(C)C3)cc12 (centres undefined) | i
COc1cccc(NC(=O)c2ccc(C(=O)Nc3cccc(OC)c3)cc2)c1 | i
CCCCS(=O)(=O)NC1=NCN(c2ccc(Cl)cc2)CN1 | i
COC(=O)c1ccc(OC)c(CN2CCCN(Cc3cccc(F)c3)S2(=O)=O)c1 | i
Cc1ccc(C(=O)NCCNC(=O)Nc2cccnc2)cc1 | i
O=C(O)c1cc(=O)c2ccccc2[nH]1 | i
CCC(=O)N1CCc2cc(Br)cc(S(=O)(=O)N3CCc4ccccc43)c21 | i
COc1ccccc1Cn1c(CNS(=O)(=O)c2ccc3c(c2)CCCC3)nc2cccnc21 | ?
CN1CCC(N(C)Cc2coc3ccccc3c2=O)CC1 | i
COC(=O)[C@H](Cc1ccc(OC)cc1)NC(=O)[C@H]1CN(C(=O)Nc2ccccc2)CCN1C(=O)NC1CCCCC1 | i
O=C(O)CN=C(NS(=O)(=O)c1ccccc1)c1ccccc1 | 38%*
O=[N+]([O-])c1cccc(-c2nc(N3CCOCC3)c3ccccc3n2)c1 | i
CCn1cnc2cc(NCc3ccc(Br)cc3)ccc21 | ?
COc1ccc(CN(C)[C@@H]2c3ccccc3C3(CCNCC3)[C@H]2O)cc1O | ?
CCCc1nc2c(o1)CC(C)(C)CC2=O | ?
O=C1N=C(O)CN1/N=C\c1ccc(-c2ccc([N+](=O)[O-])cc2)o1 | ?
CC(C)(C)Cc1nnc(NC(=O)c2cccs2)s1 | i
Cc1cccc(NC(c2cccc(F)c2)c2ccc3cccnc3c2O)n1 (centres undefined) | i
COc1ccc(C2NC(=O)c3c(sc4c3CCN(C)C4)N2)c(O)c1 (centres undefined) | i
CCn1cc(S(=O)(=O)NCc2cnn3ccccc23)c(C)n1 | ?
CCc1ccccc1NC(=O)c1cccc(OC(C)C)c1 | ?
CC(C)=CCc1c2c(c3occ(-c4ccc(O)c(O)c4)c(=O)c3c1O)C=CC(C)(C)O2 | i
COc1ccc(CCNc2oc(COc3ccc(Cl)cc3)nc2C#N)cc1 | 38%*
COCC1CCCN(C(=O)c2ccc(-c3ccc(-c4ccn[nH]4)cc3)nc2)C1 (centres undefined) | i
CCN(CC)C(=O)Cc1c(C(=O)O)[nH]c2ccccc12 | i
O=C(Cc1cccc(F)c1)N1CCOc2ccc(CN3CCN(Cc4ccccn4)CC3)cc2C1 | ?

Reprinted from the part before: two entries; new compounds follow.
SMILES | ST2 IL33 inh
CCN(CC)C(=O)Cc1c(C(=O)O)[nH]c2ccccc12 | i
O=C(Cc1cccc(F)c1)N1CCOc2ccc(CN3CCN(Cc4ccccn4)CC3)cc2C1 | ?
Cc1cc(N2CCN(C)CC2)nc(-c2ccccc2O)n1 | ?
CCOc1cc2c(cc1OCC)C(c1ccccc1)OC(=O)C2 (centres undefined) | i
O=C(Nc1ccc(F)cc1F)c1cc(-c2ccc3c(c2)OCO3)on1 | i
Cc1ccc(-n2c(SCC(=O)Nc3ccc4c(c3)OCCO4)nc3c(c2=O)SCC3)cc1 | ?
Fc1ccc(-c2nnc(Nc3nc4c(F)cccc4s3)o2)cc1 | i
CC(NC(=O)C1=NNC(=O)CC1)c1ccccc1-n1cccn1 (centres undefined) | i
CCC(Oc1ccc2c(c1)C(=O)CC(C)(C)O2)C(=O)NCCN1CCCCCC1 (centres undefined) | i
Brc1ccc(-c2nnc3n2CCCCC3)cc1 | i
CCn1ncnc1C(C)NC(=O)c1cc(-n2cccn2)ccc1Cl (centres undefined) | i
OCCN1CCN(CC2CC3C=CC2C3)CC1 (centres undefined) | i
CCOC(=O)CC1COCCN1C(=O)Cc1cnc2c(C)cccn12 (centres undefined) | i
O=C(NCc1cccnc1)c1cc(-c2ccc3c(c2)OCO3)on1 | i
COc1ccc(/C=C/C2=NNC(O)(C(F)(F)F)C2)cc1 (centres undefined) | i
O=S(=O)(c1cccc(Cl)c1Cl)N1C[C@@H]2[C@H](C1)[C@H]1CC[C@@H]2O1 | i
CC(C)Cc1cc(C(=O)N2CCOC(C(F)(F)F)C2)n(C)n1 (centres undefined) | i
O=C(Nc1cccc(Br)c1)c1ccc2nc(N3C(=O)CCC3=O)sc2c1 | i
CSc1nnc(-c2ccccc2Cl)o1 | i
CNc1ncc(C(=O)N2CCCC(CCc3ccccc3C)C2)cn1 (centres undefined) | ?
COc1cccc(N2C(=O)Nc3ccc(Br)cc3C2(O)C(=O)NCCCN(C)C)c1 (centres undefined) | i
Cc1c(C(=O)NCc2snnc2C(C)C)sc2ncn(C)c(=O)c12 | ?
O=C(NCCN1CCc2ccccc2C1)c1cc(-c2cccs2)nc2ccccc12 | i
Cc1cc(Cl)c(OCCOCCn2ccnc2)c(Br)c1 | i
CCC(=O)Nc1cccc(C(=O)N2CCn3cccc3C2CC)c1 (centres undefined) | i
COc1cccc(C(=O)Nc2ccc(Nc3nc(C)cc(Nc4ccc(C)cc4)n3)cc2)c1OC | i
COc1c(F)ccc(-c2nc(C(C)C)nn2-c2ccccn2)c1F | i
CCN1C2=C(C(=O)CCC2)C(c2ccccc2OCc2ccc([N+](=O)[O-])cc2)C2=C1CCCC2=O | i
COc1cc([N+](=O)[O-])ccc1NC1OC(=O)c2ccccc21 (centres undefined) | i
CCC(=O)NCc1ccccc1-c1ccc(OC)cc1C | ?
CCSc1nc(CC(=O)N[C@@H]2C[C@@H](C(=O)OC)N(C)C2)cs1 | ?
C[C@@H](c1ccccc1)N1C(=O)[C@@H]2CN(S(=O)(=O)c3cccs3)CCN2C1=O | i
CC(C)CN(Cc1cnn(C)c1)C(=O)CC1NC(=O)c2ccccc21 (centres undefined) | i
CC1(C(=O)NC2CCCCC2)CCC(=O)N1Cc1cccnc1 (centres undefined) | i
COc1ccc(/C=c2/sc3nc(-c4ccc(Cl)cc4)nn3c2=O)cc1 | i
CCCc1cc2c(=O)c(-c3ccc4c(c3)OCCCO4)c(C)oc2cc1OC(C)=O | i
O=C(c1cc2ccccc2oc1=O)N1CCCC(Nc2ccc(F)cc2)C1 (centres undefined) | i
CC(=O)Nc1ccc(OC(=O)c2cc3cc(Br)ccc3oc2=O)cc1 | ?

Overlap with the part before: five entries; new compounds follow.
SMILES | ST2 IL33 inh
CC1(C(=O)NC2CCCCC2)CCC(=O)N1Cc1cccnc1 (centres undefined) | i
COc1ccc(/C=c2/sc3nc(-c4ccc(Cl)cc4)nn3c2=O)cc1 | i
CCCc1cc2c(=O)c(-c3ccc4c(c3)OCCCO4)c(C)oc2cc1OC(C)=O | i
O=C(c1cc2ccccc2oc1=O)N1CCCC(Nc2ccc(F)cc2)C1 (centres undefined) | i
CC(=O)Nc1ccc(OC(=O)c2cc3cc(Br)ccc3oc2=O)cc1 | ?
CCc1ccc(OCC(O)CN2CCCC2)cc1 (centres undefined) | i
COc1ccccc1C(=O)Nc1cccc([N+](=O)[O-])c1 | i
CC1CCCC(NC(=O)C2CCCN(S(=O)(=O)c3cnc[nH]3)C2)C1C (centres undefined) | i
CCCCn1c(CCCNC(=O)CCC)nc2ccccc21 | i
COC(=O)c1c(NC(=O)COc2ccc(C(C)(C)C)cc2)sc2c1C(C(=O)OC)CC2 (centres undefined) | ?
CCSc1nc(CC(=O)NCc2ccc(C(F)(F)F)nc2)cs1 | i
CCCCCCNc1nc(CC)c2c(c1C#N)CC(C)(C)OC2 | ?
CCCC12CN3CC(C)(CN(C1)C3c1cccc(C)c1)C2=O (centres undefined) | ?
CSC1=NC2(CC(c3ccccc3)Oc3cc(O)ccc32)CC(C)(C)N1 (centres undefined) | i
Cc1ccc(-c2nc(S(=O)(=O)c3ccc(Br)cc3)c(SCC(N)=O)o2)cc1 | i
NC(=O)[C@@H](Cc1c[nH]c2ccccc12)NC(=O)[C@@H]1C[C@@H](NS(=O)(=O)c2cccs2)CCN1C(=O)CSCC(=O)O | ?

An excerpt; count on the stated rates, not on these rows.
